SENP8 block-1: human SENP8 protease inhibitors, primary screen, biochemical, fluorescence, Nedd8 protein substrate, uHTS; recombinant SENP8; AID 602440, 2012; actives 0.64% (n = 360,000); inhibition, % at 20 µM; in the data active = inhibition mostly above about 40%, no sharp cut-off; inactive = mostly below about 27%
Target sequence (Q96LD8 whole entry, looked up): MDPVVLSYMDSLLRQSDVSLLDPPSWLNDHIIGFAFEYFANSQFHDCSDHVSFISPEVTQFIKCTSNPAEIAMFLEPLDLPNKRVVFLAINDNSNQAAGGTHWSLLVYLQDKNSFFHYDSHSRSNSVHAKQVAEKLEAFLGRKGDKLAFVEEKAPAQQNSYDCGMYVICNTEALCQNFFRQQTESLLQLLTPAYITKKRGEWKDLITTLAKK
beta cell repl: inducers of MIN6 beta-cell proliferation, primary screen, ATP luminescence, uHTS; MIN6 cells proliferation, ATPlite luminescence, 48 h; cells starved in 0.2% serum; 100% = growth in 10% serum; proliferation, % at 10 µM; actives 0.29% (n = 330,000); AID 2380, 2010;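 active = compounds whose signal lies at least 3.5 SD above the mean of all wells on their plate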;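 also: 0% = DMSO-treated cells in low-serum medium and 100% = 10% serum control; some compounds called inactive have numbers as strong as hits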
SENP7 inh: SENP7 protease inhibitors, primary screen, biochemical, luminescence, uHTS | Sentrin-specific protease 7 (Homo sapiens), Q9BQF6 | inhibition, % at 5 µM | recombinant SENP7, Z-RLRGG-aminoluciferin luminescence, 40 min | actives 1.5% (n = 330,000);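 active = inhibition above about 50% at the single test dose, limit read from the data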;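 also: plate controls were DMSO with enzyme for no effect and no enzyme buffer wells for full effect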
PfGluPho inh: PfG6PD enzyme inhibitors, primary screen, biochemical, fluorescence intensity, uHTS | inhibition, % at 20 µM | PfGluPho enzyme, NADPH resazurin-diaphorase fluorescence | AID 504690, 2011 | glucose-6-phosphate dehydrogenase-6-phosphogluconolactonase (Plasmodium falciparum 3D7) | actives 0.78% (n = 350,000);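 active = inhibition reaching at least a set limit at 20 µM in the primary screen, cut at about 59% in these data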;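 also: 0% = DMSO wells with substrate and 100% = DMSO wells lacking glucose-6-phosphate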
SENP8 block-2: SENP8 protease inhibitors, primary screen, biochemical, luminescence; purified SENP8, Z-RLRGG-aminoluciferin cleavage; inhibition, % at 10 µM; actives 1.2% (n = 330,000); AID 2540, 2010; in the data active = inhibition above about 50%
HKDC1 inhibitor: HKDC1 hexokinase inhibitors, primary screen, biochemical, fluorescence, uHTS. Q2TB90. recombinant HKDC1, G6PDH/diaphorase resazurin coupled fluorescence. inhibition, % at 20 µM. actives 0.16% (n = 340,000);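 active = inhibition above about 35% when tested at 20 µM, limit read from the data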;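 also: plate controls were DMSO wells with enzyme for no effect and DMSO wells lacking enzyme for full effect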
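Test system: recombinant HKDC1 (HK5) hexokinase enzyme, produced in-house / Doses: 20 µM test compound, 1% DMSO / Timing: 90 min, room temperature / Detection: G6PDH/diaphorase-coupled fluorescence, 1 mM NADP, 100 µM resazurin, 525/613 nm / Control set: DMSO wells with and without enzyme mix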
SENP1 inh: human SENP1 catalytic domain inhibitors, primary screen, biochemical, FRET, uHTS; recombinant SENP1 catalytic domain, CyPet-SUMO1-YPet FRET cleavage; inhibition, % at 10 µM; actives 0.21% (n = 360,000);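 active = inhibition at least 30% at 10 µM, raw YFP signal under a set limit, fluorescence ratio 0.5 to 1.5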;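 also: 0% = enzyme with DMSO and 100% = no enzyme wells; some results filed as inactive read as strong as hits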
Target sequence (Q9P0U3 419-644 limits assumed): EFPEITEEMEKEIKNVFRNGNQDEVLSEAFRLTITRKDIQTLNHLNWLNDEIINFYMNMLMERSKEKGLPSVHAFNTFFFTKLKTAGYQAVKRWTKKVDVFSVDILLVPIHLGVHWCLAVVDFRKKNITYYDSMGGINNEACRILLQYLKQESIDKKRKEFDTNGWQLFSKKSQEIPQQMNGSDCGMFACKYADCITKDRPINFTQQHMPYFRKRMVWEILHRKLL
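material = recombinant human SENP1 catalytic domain, His6-tagged | quantity = 20 pM enzyme | reagent = 25 nM SUMO1 FRET substrate | compound dosing = 10 µM single point, 0.5% DMSO | timing = 50 min enzyme reaction, room temperature, light-protected | detection = FRET, CFP and YFP emission | control set = no-enzyme low, enzyme-DMSO high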
UBC13 inh: UBC13 polyubiquitin chain formation inhibitors, primary screen, biochemical, TR-FRET, uHTS; AID 485273, 2010; inhibition, % at 20 µM; Ubiquitin-conjugating enzyme E2 N (Homo sapiens), P61088; actives 0.47% (n = 330,000); in the data active = inhibition above about 45%, passing the limit was not always enough
Target sequence (P61088 whole entry, looked up): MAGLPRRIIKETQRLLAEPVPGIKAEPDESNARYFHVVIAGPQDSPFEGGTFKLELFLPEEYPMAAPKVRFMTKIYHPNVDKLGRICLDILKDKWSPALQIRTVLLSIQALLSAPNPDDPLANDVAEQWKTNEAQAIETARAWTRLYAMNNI
SENP6 inh: SENP6 protease inhibitors, primary screen, biochemical, luminescence, uHTS; AID 2599, 2010; inhibition, % at 10 µM; Sentrin-specific protease 6 (Homo sapiens), Q9GZR1; actives 1.8% (n = 330,000); Recombinant SENP6 catalytic domain, aminoluciferin luminescence;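 active = inhibition above about 50% at the single tested dose, limit read from the data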;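 also: plate controls were DMSO wells with enzyme for no effect and DMSO wells lacking enzyme for full effect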
* hit, by the source's call; i = inactive; . = no result given.

1: CCCCN1C(C(=O)Nc2ncccn2)=C(O)c2ccccc2S1(=O)=O
2: O=C(CN1C(=O)NC2(CCCCCC2)C1=O)Nc1ccc2c(c1)CCC2
3: CCC(CO)Oc1cc(NC(=O)Cc2ccccc2)c2ncn(C(C)C)c2c1 (stereo not given)
4: Cc1onc(-c2ccccc2Cl)c1C(=O)Nc1nnc(-c2ccc(Cl)cc2Cl)s1
5: S=c1[nH]nc(-c2cccnc2)n1/N=C/c1ccco1
6: Cc1ccc(CNc2ncnc3[nH]ncc23)cc1
7: Cc1no[n+]([O-])c1COc1cccc(/C=N/Nc2nncn2N)c1
8: NC(=O)c1nsc(C(=O)N(CC(=O)NCc2ccc3c(c2)OCO3)C2CCCC2)c1N
assay / compound	1	2	3	4	5	6	7	8
SENP8 block-1	-30	4	28	-468	7	-70	15	i
beta cell repl	-1	-5	-3	-7	-1	.	-3	0
SENP7 inh	-9	4	0	-3	-3	.	3	-12
PfGluPho inh	27	13	11	-27	18	7	100*	8
SENP8 block-2	-5	-5	8	7	6	.	-2	-4
HKDC1 inhibitor	-1	-12	2	7	4	-4	-5	-6
SENP1 inh	-1	1	-3	-3	3	2	-1	-3
UBC13 inh	6	9	8	-6	0	.	-10	-5
SENP6 inh	4	-12	-5	-10	14	.	-1	-15

9: COc1ccc2cc(CN(CC3COCCO3)S(=O)(=O)c3ccc(Cl)cc3)c(=O)[nH]c2c1 (stereo not given)
10: COc1ccc(C(=O)NC(=S)NC2CCSC2=O)cc1 (stereo not given)
11: COc1ccc(C2OCC(C)(C)CO2)cc1OC
12: CC(=O)Nc1ccc(NC(=O)c2ccc(-n3c(C)ccc3C)cc2)cc1
13: CC[C@H](C)[C@@H](CNC)NC[C@@H](Cc1ccc(O)cc1)NCC(C)(C)C
14: COc1ccc(C(=O)NCCNc2ccc([N+](=O)[O-])cc2)cc1
15: CC(C(=O)Nc1ccc(S(=O)(=O)N2CCOCC2)cc1)N1CCN(c2ccccn2)CC1 (stereo not given)
16: Cc1ccc(NC(=O)CCl)c(C)c1
assay / compound	9	10	11	12	13	14	15	16
SENP8 block-1	-111	8	-2	16	13	20	16	6
beta cell repl	-2	-1	.	-4	-8	1	0	-6
SENP7 inh	-5	0	.	3	-10	4	-6	11
PfGluPho inh	-9	-2	-1	-8	7	-5	-25	-4
SENP8 block-2	-16	0	.	0	7	1	-8	7
HKDC1 inhibitor	-6	-7	-5	-6	-6	-6	0	-9
SENP1 inh	1	1	1	-2	1	0	1	3
UBC13 inh	-7	1	.	-7	3	-1	-11	0
SENP6 inh	-15	-13	.	-2	-4	-2	-3	7

17: CCN(CC)C(=O)C1CCCN(c2ccc([N+](=O)[O-])cc2[N+](=O)[O-])C1 (stereo not given)
18: O=C(Nc1ccccn1)c1ccc(S(=O)(=O)c2ccc(Cl)cc2)cc1
19: COc1ccc(CN2CCNC(=O)C2CC(=O)N(C)Cc2ccccn2)cc1OC (stereo not given)
20: CCCn1nc(NC(=O)CC(C)C)c2cc3cccc(C)c3nc21
21: CCn1c2ccccc2c2cc(NC(=O)C/C(C)=N/NC(=O)c3ccccc3N)ccc21
22: Cc1cc(C)c2c(n1)nn1c(NCCCN(C)C)cc(C)nc21
23: CN(C(=O)c1ccc2nccnc2c1)C1CCCCC1
24: COc1ccc(/C(C)=N/Nc2nc3ccccc3nc2C)cc1
assay / compound	17	18	19	20	21	22	23	24
SENP8 block-1	24	14	7	-308	-277	-262	12	23
beta cell repl	-2	0	-3	-1	-6	0	-2	1
SENP7 inh	-7	6	-9	11	-1	2	0	0
PfGluPho inh	-18	2	-19	-7	4	3	-4	31
SENP8 block-2	-6	-2	-5	12	-6	-3	6	0
HKDC1 inhibitor	1	4	7	6	-7	4	2	0
SENP1 inh	3	3	-3	-24	-3	-67	0	-1
UBC13 inh	-19	2	-18	10	5	13	-8	-41
SENP6 inh	-2	-11	-18	1	3	-11	8	-3

Complete entries, quoted from the list. Order of screens: SENP8 block-1, beta cell repl, SENP7 inh, PfGluPho inh, SENP8 block-2, HKDC1 inhibitor, SENP1 inh, UBC13 inh, SENP6 inh
Results for COc1ccc(CN2CCNC(=O)C2CC(=O)N(C)Cc2ccccn2)cc1OC (stereo not given) = 7, -3, -9, -19, -5, 7, -3, -18, -18
Results for CN(C(=O)c1ccc2nccnc2c1)C1CCCCC1 = 12, -2, 0, -4, 6, 2, 0, -8, 8

The listing continues:
25: CCN(CC(=O)Nc1c(F)cccc1F)C(=O)c1ccc(C2SCCS2)cc1
26: COc1ccc(CNC(=O)C2=C(C)C(=O)OC23CCC(C)CC3)cc1 (stereo not given)
27: CCOc1cc(C2NC(=O)CCC2[N+](=O)[O-])cc(Br)c1OCC (stereo not given)
28: CCCCN1C2CCCC1CC(NC(=O)c1cccc(OC)c1)C2 (stereo not given)
29: COC(=O)c1ccc(COC(=O)CNC(=O)CNC(=O)c2ccc(OC)cc2)cc1
assay / compound	25	26	27	28	29
SENP8 block-1	14	6	8	22	21
beta cell repl	-4	-1	-2	-1	-2
SENP7 inh	1	-8	-5	-1	1
PfGluPho inh	0	11	-2	-12	-3
SENP8 block-2	6	-4	-3	-1	-7
HKDC1 inhibitor	1	1	1	-8	-4
SENP1 inh	-1	-2	1	2	1
UBC13 inh	1	1	0	8	5
SENP6 inh	1	2	-21	-20	1

Of the compounds above, 9 have an aryl methoxy group.
9: COc1ccc2cc(CN(CC3COCCO3)S(=O)(=O)c3ccc(Cl)cc3)c(=O)[nH]c2c1 (stereo not given)
10: COc1ccc(C(=O)NC(=S)NC2CCSC2=O)cc1 (stereo not given)
11: COc1ccc(C2OCC(C)(C)CO2)cc1OC
14: COc1ccc(C(=O)NCCNc2ccc([N+](=O)[O-])cc2)cc1
19: COc1ccc(CN2CCNC(=O)C2CC(=O)N(C)Cc2ccccn2)cc1OC (stereo not given)
24: COc1ccc(/C(C)=N/Nc2nc3ccccc3nc2C)cc1
26: COc1ccc(CNC(=O)C2=C(C)C(=O)OC23CCC(C)CC3)cc1 (stereo not given)
28: CCCCN1C2CCCC1CC(NC(=O)c1cccc(OC)c1)C2 (stereo not given)
29: COC(=O)c1ccc(COC(=O)CNC(=O)CNC(=O)c2ccc(OC)cc2)cc1
assay / compound	9	10	11	14	19	24	26	28	29
SENP8 block-1	-111	8	-2	20	7	23	6	22	21
beta cell repl	-2	-1	.	1	-3	1	-1	-1	-2
SENP7 inh	-5	0	.	4	-9	0	-8	-1	1
PfGluPho inh	-9	-2	-1	-5	-19	31	11	-12	-3
SENP8 block-2	-16	0	.	1	-5	0	-4	-1	-7
HKDC1 inhibitor	-6	-7	-5	-6	7	0	1	-8	-4
SENP1 inh	1	1	1	0	-3	-1	-2	2	1
UBC13 inh	-7	1	.	-1	-18	-41	1	8	5
SENP6 inh	-15	-13	.	-2	-18	-3	2	-20	1

Bioassay records from PubChem.
